ERG Ets-DNA blk – ERG Ets/DNA interaction inhibition; AID 624246; Potency, µM (series often up to 76.9 µM), without a hit: at the top dose FP activity, negative = inhibition, actives largely listed as inhibitors; fluorescence polarization, His-ERG Ets domain / labelled DNA; P11308; 370,000 compounds, 0.028% hits; active = well fitted inhibition curve with a large enough effect in the polarisation, with a control signal flat; inconclusive = small, poorly fitted or top-dose-only effect, or effect the other way, or a change in a side signal; inactive = no such curve, though single readings can be large or run the other way; the % refers to the polarisation;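 also: polarization taken with two DNA probes labelled with fluorescein and Texas red; potency is read from the fitted curve at half-maximal effect; % of control where 0% means no effect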
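His-tagged ERG Ets domain (1 uM in the protein solution; 300mM KCl, 50mM Tris-HCl, 1mM EDTA, 1mM DTT, pH 7.5) received compound, then a probe mix of 5 nM fluorescein-DNA and 100nM Texas-615-DNA. Fluorescence polarization was read for both dyes.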
BAZ2B block – blocks human BAZ2B. Q9UIF8. AlphaScreen BAZ2B-H3K14Ac peptide displacement. Potency, µM (series often up to 114 µM), inactives show at the highest dose activity change, negative = inhibition, usual class: inhibitors. 360,000 compounds, 4.4% hits. AID 504333; also: potency is read from the fitted curve at half-maximal effect; % is scaled to controls: 0 for no effect and ±100 for the full control effect; nearly all actives have a fitted effect of over 60% in size
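AlphaScreen displacement: compounds (up to 110uM) incubated 30 min at room temperature with a preformed 50 nM BAZ2B/50 nM biotinylated H3K14Ac peptide complex in PBS pH 7.4 with Tween-20. Donor and acceptor beads at 10 ug/mL final added, 20 min light-protected before reading.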
PI4K2A inh – inhibitors of human PI4K2A; purified PI4K2A, ADP-Glo luminescence, 1 h; hits give low values; 420,000 compounds, 0.13% hits; AID 1346378; activity change, negative = inhibition, % at 76.9 µM; Q9BTU6; in the data active = activity change below about -50%; inconclusive = mostly about -30% to -49%;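 also: -100% = wells without enzyme as full effect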
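Compounds are screened against recombinant PI4K2A using PI as substrate and ATP, the latter dispensed at 300 microM. Reactions run one hour at ambient temperature before ADP-Glo detection; full inhibition defined by wells lacking enzyme.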
HP1b binding inh – HP1-beta chromodomain-methylated histone interaction inhibition | P83916 | AlphaScreen HP1-beta / biotin-H3K9me3 peptide binding | Potency, µM (titrated, usually from 114 µM), for the others: top-dose activity change, negative = inhibition, usual class: inhibitors | 390,000 compounds, 0.56% hits | AID 540317; also: potency is read from the fitted curve at half-maximal effect; nearly all actives have a fitted effect of over 70% in size; inactives centre near 23
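HP1-beta protein (50 nM final) preincubated 30 min at room temperature with biotinylated H3(1-18)K9me3 peptide (50 nM) in PBS pH 7.4, 0.01% Tween-20, then compound added for 30 min. AlphaScreen streptavidin donor/nickel chelate acceptor beads (10 ug/mL final), 30 min dark, luminescence read.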
GLS inhibitor – blocks human kidney-isoform glutaminase activity; 410,000 compounds, 0.21% hits; GLS enzymatic activity, qHTS titration; Potency, µM (top dose mostly 45.5 µM), inactives show at the top dose activity change, negative = inhibition, most hits filed as inhibitors; also: potency is read from the fitted curve at half-maximal effect; % is scaled to controls: 0 for no effect and ±100 for the full control effect
Target sequence (O94925 whole entry, looked up, canonical isoform): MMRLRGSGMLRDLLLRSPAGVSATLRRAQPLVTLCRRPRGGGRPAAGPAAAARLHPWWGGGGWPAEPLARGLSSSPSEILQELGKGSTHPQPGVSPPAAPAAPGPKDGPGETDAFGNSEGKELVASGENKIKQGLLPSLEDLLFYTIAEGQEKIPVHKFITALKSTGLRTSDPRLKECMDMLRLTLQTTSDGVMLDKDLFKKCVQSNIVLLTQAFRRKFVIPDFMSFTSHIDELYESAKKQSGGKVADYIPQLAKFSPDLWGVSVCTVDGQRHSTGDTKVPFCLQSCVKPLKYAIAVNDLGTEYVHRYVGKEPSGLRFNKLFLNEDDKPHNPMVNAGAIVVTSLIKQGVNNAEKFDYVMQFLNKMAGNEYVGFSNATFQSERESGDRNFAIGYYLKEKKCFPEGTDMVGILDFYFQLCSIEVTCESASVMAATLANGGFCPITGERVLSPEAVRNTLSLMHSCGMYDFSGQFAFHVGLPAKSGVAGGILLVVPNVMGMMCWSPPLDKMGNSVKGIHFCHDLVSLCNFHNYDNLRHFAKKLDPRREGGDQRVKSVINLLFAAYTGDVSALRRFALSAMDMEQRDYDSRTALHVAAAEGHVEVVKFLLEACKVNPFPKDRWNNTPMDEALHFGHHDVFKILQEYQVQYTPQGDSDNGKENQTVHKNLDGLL
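hKGA; 45 mM KH2PO4 pH 8.2 + 0.02% Tween-20; cpd via pin tool; 1 mM Gln soln; GluOx/HRP/Amplex Red; RT 30 min; fluor. t0 & final.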
RGS4 inh – blocks human RGS4-accelerated GTP hydrolysis; P49798; Transcreener GDP fluorescence polarization, RGS4-accelerated GTP hydrolysis; Potency, µM (top dose mostly 114 µM), without a hit: at the highest dose activity change, negative = inhibition, hits mostly inhibitors; 390,000 compounds, 0.039% hits; AID 504845; also: potency is read from the fitted curve at half-maximal effect; % is scaled to controls: 0 for no effect and ±100 for the full control effect; nearly all actives have a fitted effect of over 75% in size; some results filed as inactive show a strong effect at the top dose
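MLSMR compounds (23 nl, pin-transferred) preincubated 10 min at room temperature with a 500nM (2x) first reagent, then RGS4 at 900nM (2x) plus Transcreener GDP mix added; fluorescence polarization (620/688 nm) read before and after 90 min at 30 °C.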
G9a block – G9a (human) methyltransferase inhibition. Q96KQ7. G9a H3K9 monomethylation, AlphaScreen, 2 h. Potency, µM (titrated, usually from 102 µM), inactives show at the top dose activity, negative = inhibition, usual class: inhibitors. 350,000 compounds, 8.8% hits. AID 504332; also: potency is read from the fitted curve at half-maximal effect; % is scaled to controls: 0 for no effect and ±100 for the full control effect; nearly all actives have a fitted effect of over 75% in size
Target sequence (Q96KQ7 913-1193 limits assumed): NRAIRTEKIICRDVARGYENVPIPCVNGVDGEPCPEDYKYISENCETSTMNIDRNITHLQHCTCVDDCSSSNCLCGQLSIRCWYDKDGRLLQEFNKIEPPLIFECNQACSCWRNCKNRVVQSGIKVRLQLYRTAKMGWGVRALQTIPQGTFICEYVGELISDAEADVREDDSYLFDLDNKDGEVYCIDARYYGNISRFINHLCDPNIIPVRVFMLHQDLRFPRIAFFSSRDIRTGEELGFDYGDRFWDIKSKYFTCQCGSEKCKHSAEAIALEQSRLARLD
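AlphaScreen detection with an anti-monomethyl H3K9 antibody quantified product after a 2 h room-temperature reaction containing 500 nM biotinylated H3K9 peptide, 20 µM SAM and 20 nM enzyme, which had been preincubated 15 min with compound.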
12-LOX inh – blocks human arachidonate 12S-lipoxygenase; P18054; purified 12hLO, xylenol orange hydroperoxide absorbance; Potency, µM (doses to about 108 µM), inactives show at the top dose activity change, negative = inhibition, most hits filed as inhibitors; 580,000 compounds, 1.1% hits; AID 1671190; also: potency is read from the fitted curve at half-maximal effect; % is scaled to controls: 0 for no effect and ±100 for the full control effect
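Hydroperoxide product was detected by ferrous iron/xylenol orange as the 573 to 405 nm absorbance ratio. Arachidonic acid at 40 uM (final) was turned over for 30 min at room temperature by 150 nM human 12hLO, pH 7.0 Hepes buffer, after 15 min compound preincubation.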
JMJD2A Tudor inh – blocks the human JMJD2A Tudor domain; O75164; AlphaScreen JMJD2A-Tudor / H3K4me3 peptide binding; Potency, µM (titrated, usually from 114 µM), without a hit: top-dose activity change, negative = inhibition, actives largely listed as inhibitors; 390,000 compounds, 4.4% hits; also: potency is read from the fitted curve at half-maximal effect; % is scaled to controls: 0 for no effect and ±100 for the full control effect; nearly all actives have a fitted effect of over 50% in size
* hit, by the source's call; i = inactive; ? = inconclusive; nt = not tested or not shown; [ ] = dose if it differs, or a comment. Unless noted, calls follow the shape of the dose curve; as a rule, active = well fitted curve in the direction sought with a large enough effect; inconclusive = small, poorly fitted or top-dose-only effect, or another doubt; inactive = no such curve, though single readings can be large; an effect the other way counts as inactive or inconclusive. An excerpt; count on the stated rates, not on these rows.

structure,ERG Ets-DNA blk,BAZ2B block,PI4K2A inh,HP1b binding inh,GLS inhibitor,RGS4 inh,G9a block,12-LOX inh,JMJD2A Tudor inh
CC1(C(=O)Nc2nc3ccc(S(C)(=O)=O)cc3s2)CC1(Cl)Cl (configuration not stated),-8%,nt,3,-18%,0%,5%,nt,i,-14%
CC(NC(=O)COC(=O)c1cc(=O)[nH]c2ccccc12)c1ccccc1 (configuration not stated),6%,-12%,0,-8%,-2%,-23%,9%[59 µM],5%,-11%
Cc1cc2nnn(-c3nnc(-c4ccccc4)c4ccccc34)c2cc1C,16%,-4%,2,8%,7%,-7%,7%[59 µM],0%,-12%
CC(=O)c1c(C)[nH]c(C(=O)OCC(=O)N(C)C)c1C,nt,?,0,9%,0%,-7%,-9%[0.501 µM],-8%,-17%
O=C(CSc1nc(-c2cccs2)cc(C(F)(F)F)n1)Nc1cc(OCC(F)(F)C(F)F)cc([N+](=O)[O-])c1,-6%,-2%,0,9%,-2%,-4%,5%,-1%,-20%
O=C1CCCc2cc(S(=O)(=O)N3CCCC(C(=O)NCc4ccccc4)C3)ccc2N1 (configuration not stated),4%,9%[57.1 µM],-5,31%,-1%,-11%,-9%[59 µM],-24%,-1%
O=c1[nH]c2ccccc2cc1-c1noc(-c2cccnc2)n1,-4%,9%,-4,16%,-12%,-3%,0%[59 µM],-19%,-7%
CCCc1cc2c(=O)c(-c3ccccn3)coc2cc1OC,nt,11%,-2,79%[activator],0%,-7%,-2%,7%,-35%
O=C(NCC(=O)N1CCN(S(=O)(=O)c2ccccc2F)CC1)c1ccc(Br)o1,-4%,-5%,0,27%,10%,-10%,41%,-11%,11%
O=C(CSc1nc2ccccc2[nH]1)NCCCn1ccnc1,-2%,-7%,-1,18%,9%,13%,-17%,8%,-17%
CCN1C[C@@H]2[C@@H]3C(=O)N(Cc4ccccc4)C(=O)[C@@H]3[C@](C)(C1=O)N2C(=O)c1ccc(C(F)(F)F)cc1,3%,nt,4,42%[activator],-3%,5%,nt,0%,-8%
O=C(O)/C=C/c1cccc(OCc2ccccc2)c1,10%,-17%,4,1%,-7%,-9%,17%[59 µM],-8%,-8%

2 entries from above, with two lines to a compound.
Order of results: ERG Ets-DNA blk, BAZ2B block, PI4K2A inh, HP1b binding inh, GLS inhibitor, RGS4 inh, G9a block, 12-LOX inh, JMJD2A Tudor inh
> O=C(CSc1nc(-c2cccs2)cc(C(F)(F)F)n1)Nc1cc(OCC(F)(F)C(F)F)cc([N+](=O)[O-])c1
 : -6%, -2%, 0, 9%, -2%, -4%, 5%, -1%, -20%
> O=C1CCCc2cc(S(=O)(=O)N3CCCC(C(=O)NCc4ccccc4)C3)ccc2N1 (configuration not stated)
 : 4%, 9%[57.1 µM], -5, 31%, -1%, -11%, -9%[59 µM], -24%, -1%

The list continues:
structure,ERG Ets-DNA blk,BAZ2B block,PI4K2A inh,HP1b binding inh,GLS inhibitor,RGS4 inh,G9a block,12-LOX inh,JMJD2A Tudor inh
CCN(Cc1ccccc1)C(c1cc2ccc(C)cc2[nH]c1=O)c1nnnn1CCOC (configuration not stated),-6%,-31%,0,15%,-4%,-19%,35µM*,?,-3%
CCc1ccc(N(C(=O)c2csnn2)C(C(=O)NC(C)(C)C)c2ccncc2)cc1 (configuration not stated),0%,5%,3,31%,-5%,22%,nt,16%,-12%
CC1(C)CC(=O)C=C(Nc2cccc(O)c2)C1,-4%,nt,-9,30%,54%[activator],19%,25%[59 µM],1%,0%
CC(=O)c1ccc(OC(C)c2nc3ccccc3s2)cc1 (configuration not stated),-2%,28%,-3,54%[activator],-4%,29%,41%,-4%,44%[activator]
COC(=O)c1ccc(CNC(=O)CCC(=O)N2CCOCC2)cc1,0%,nt,6,41%[activator],-5%,4%,nt,2%,-6%
COc1ccc(OC)c(CCNC(=O)C2=C(C)C(=O)OC23CCC(C)CC3)c1 (configuration not stated),3%,-39%,-1,35%,-8%,-15%,0%[59 µM],-19%,-4%
CCCCc1nc2c(=O)[nH]c3ccccc3c2o1,-4%,-33%,1,30%,6%,16%,-1%[2.33 µM],2%,-14%
O=C(CN1CCOCC1)Nc1nc2cc([N+](=O)[O-])ccc2s1,-17%,-6%,-9,13%,-13%,-31%,7%,?,?
Cc1cc2oc(=O)cc(CN3CCCCC3C)c2cc1Cl (configuration not stated),21%,12%,-8,64%[activator],?,6%,9%,18µM*,27%
Cc1noc(C)c1S(=O)(=O)N(C)C[C@H]1Oc2c(NC(=O)NC(C)C)cccc2C(=O)N([C@H](C)CO)C[C@@H]1C,-15%,nt,0,41%[activator],-2%,-16%,nt,-8%,2%
CC(=O)Nc1ccc(NC(=O)CC(C)n2ccnc2)cc1 (configuration not stated),-6%,8%,-7,22%,1%,-5%,?,0%,-8%
Cc1ccccc1-c1nc(CS(=O)CC(=O)NC2CCCCC2)c(C)o1 (configuration not stated),1%,-13%,1,13%[57 µM],2%,11%,?,-5%,-16%
CC(=O)Nc1cccc(-c2nnc(SCC(=O)c3cc([N+](=O)[O-])ccc3Br)o2)c1,-13%,-33%,3,20%,0%,-11%,-8%[59 µM],-4%,-21%
Cc1nc(NCc2ccco2)[nH]c(=O)c1CCC(C)C,-4%,0%,-9,4%,0%,-29%,14%[12.7 µM],-13%,-24%
CN(C)C(CNC(=O)c1ccc(C(=O)c2ccccc2)cc1)c1ccccc1 (configuration not stated),4%,-3%,-3,-18%,12%,23%,11%,-9%,-16%
C=CCN(C(=O)Cn1c(C(=O)OC)cc2oc(C)cc21)c1ccccc1,nt,4%,-2,-2%,13%,-6%,45µM*,?,-13%
Cc1ccc(-c2c(C)n([O-])c3c([n+]2=O)CCCCC3)cc1,1%,-3%,-3,62%[activator],-4%,-21%,8%,4%,-5%[57.1 µM]
Cc1cc(C)cc(OCC(=O)Nc2c(C)ccc3nsnc23)c1,-2%,-4%,0,34%,-15%,8%,4%[59 µM],-13%,9%
C=CCNC(=O)C12CC3(C)CC(C)(CC(C)(C3)C1)C2,1%,8%,3,24%,13%,-47%,2%,nt,-2%
CCc1ccc(Oc2c(C(F)(F)F)oc3c(CN4CCCC(C)C4)c(O)ccc3c2=O)cc1 (configuration not stated),0%,0%,-9,37%,4%,-8%,1%[59 µM],-15%,0%
COc1ccc(CNC(=O)Cc2c(C)c3cc4c(C)coc4cc3oc2=O)cc1OC,0%,-10%,2,17%,-8%,5%,5%[59 µM],-16%,-29%
C=CCn1c(SCc2nc(N)nc(N(C)C)n2)nnc1-c1cccnc1,2%,?,4,21%,19%,8%,50µM*,?,-11%
Cn1c(Cl)cnc1C1CC(=O)c2cc(Cl)ccc2O1 (configuration not stated),?,?,6,3%,2%,?,?,-20%,-22%
CC(C)OC(=O)c1ccc(N2CCN(c3ccc(F)cc3)CC2)nc1,-2%,5%,1,17%,34%[activator],?,26%[2.33 µM],3%,?

The final 6 compounds of the section above are carried over, then new ones follow:
structure,ERG Ets-DNA blk,BAZ2B block,PI4K2A inh,HP1b binding inh,GLS inhibitor,RGS4 inh,G9a block,12-LOX inh,JMJD2A Tudor inh
C=CCNC(=O)C12CC3(C)CC(C)(CC(C)(C3)C1)C2,1%,8%,3,24%,13%,-47%,2%,nt,-2%
CCc1ccc(Oc2c(C(F)(F)F)oc3c(CN4CCCC(C)C4)c(O)ccc3c2=O)cc1 (configuration not stated),0%,0%,-9,37%,4%,-8%,1%[59 µM],-15%,0%
COc1ccc(CNC(=O)Cc2c(C)c3cc4c(C)coc4cc3oc2=O)cc1OC,0%,-10%,2,17%,-8%,5%,5%[59 µM],-16%,-29%
C=CCn1c(SCc2nc(N)nc(N(C)C)n2)nnc1-c1cccnc1,2%,?,4,21%,19%,8%,50µM*,?,-11%
Cn1c(Cl)cnc1C1CC(=O)c2cc(Cl)ccc2O1 (configuration not stated),?,?,6,3%,2%,?,?,-20%,-22%
CC(C)OC(=O)c1ccc(N2CCN(c3ccc(F)cc3)CC2)nc1,-2%,5%,1,17%,34%[activator],?,26%[2.33 µM],3%,?
Cc1cccc(NC(=O)CCNS(=O)(=O)c2ccc3[nH]c(=O)oc3c2)c1,0%,-1%,-2,27%,-6%,6%,11%,-7%,-21%
CC(=O)Nc1ccc(C2=NNC(=NCC3CCCO3)SC2)cc1 (configuration not stated),-1%,1%,-6,8%,4%,?,14µM*,-7%,-26%
COc1ccc(Cl)cc1S(=O)(=O)N1CCC(C(=O)NCCC2=CCCCC2)CC1,-6%,-1%,3,34%,1%,18%,0%,444%[activator],-6%
CCCCn1c(=O)nc2n(-c3ccc(OC)cc3)c3ccccc3cc-2c1=O,-4%,-2%,2,33%[activator],2%,4%,18%,0%,-7%
Cc1ccc2nc(C)c3c(c2c1)N(c1ccc(F)cc1)CC3,1%,0%,-2,12%,-3%,-10%,-5%[59 µM],?,11%
Cc1ccc(NC(=O)c2ccc(S(=O)(=O)NCc3cccnc3)cc2)cc1C,-2%,-11%,0,36%[activator],8%,-17%,11%,?,-18%
CCC(=O)N1CCN=C1SCc1ccccc1,-4%,-3%,3,36%[activator],-1%,36%,-7%,5%,-13%

High-throughput results from PubChem.
